Screening data deposited in PubChem by Sanford-Burnham Center for Chemical Genomics.
CXCR6 inh: CXCR6 (human) receptor inhibition. O00574. CHO-K1 PathHunter CXCR6 beta-arrestin, luminescence. inhibition, % at 20 µM. hit rate 0.36% among 360,000. AID 602244; in the data active = inhibition above about 34%, passing the limit was not always enough;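 also: antagonist mode with CXCL16 agonist at 10 nM final; 0% = 10 nM CXCL16 with DMSO and 100% = unstimulated wells without agonist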
Target sequence (O00574 whole entry, looked up): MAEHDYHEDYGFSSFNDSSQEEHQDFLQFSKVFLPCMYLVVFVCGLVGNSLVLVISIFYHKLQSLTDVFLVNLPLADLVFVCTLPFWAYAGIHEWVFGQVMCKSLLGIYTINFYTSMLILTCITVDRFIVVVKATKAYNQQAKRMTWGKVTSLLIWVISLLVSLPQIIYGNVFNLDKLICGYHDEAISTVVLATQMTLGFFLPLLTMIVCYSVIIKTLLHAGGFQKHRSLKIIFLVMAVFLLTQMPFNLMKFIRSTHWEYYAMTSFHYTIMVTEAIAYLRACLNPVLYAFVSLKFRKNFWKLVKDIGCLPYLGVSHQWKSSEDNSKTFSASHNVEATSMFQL
An asterisk follows results filed as active. This is a subset; count on the stated rates, not on these rows.

CXCR6 inh	SMILES
8.0	CC(=O)Nc1ccc(-c2ccnc3c2CC(C(=O)NCc2ccc(N4CCN(C)CC4)cc2)O3)cc1 (stereo unspecified)
0.9	CCC(=NNS(=O)(=O)c1ccc(C)cc1)c1ccc(OC)c(C)c1
17.2	C(=C\c1ccccc1)/CN1CCN(C(c2ccccc2)c2nnnn2-c2ccc3c(c2)OCCO3)CC1 (stereo unspecified)
6.9	CC(=O)c1cccc(NC(=O)C2Cc3c(-c4cccc(C(N)=O)c4)ccnc3O2)c1 (stereo unspecified)
4.8	CC1(C(=O)NCc2cccc3ccccc23)CCN1Cc1ccc2ccccc2c1 (stereo unspecified)
15.8	O=C1C=CC(=O)c2c(O)c(CO)c(CO)c(O)c21
-3.2	C(=C1c2ccccc2-c2ccccc21)c1ccncc1
-4.4	C[C@H](CO)N1C[C@H](C)[C@@H](CN(C)C(=O)Nc2cccc(F)c2)Oc2ncc(Br)cc2C1=O
5.7	CCN(CC)C(=O)C1=C(C)N(Cc2ccc(OC)cc2)C(=O)C(CC(=O)NCC2CCCCC2)C1 (stereo unspecified)
6.4	CCN(C(=O)CSc1nnc(-c2cccc(Cl)c2)n1N)c1c(N)n(Cc2ccccc2)c(=O)[nH]c1=O
2.7	CCOC(=O)c1ccn(S(=O)(=O)c2ccc(C)cc2)c1-c1ccccc1
7.3	C#CC(=O)CC1(CN(Cc2ccccc2)C(=O)OC(C)(C)C)CCCCC1
1.3	O=C(O)c1ccccc1C=NNc1ccccn1
2.8	O=S1(=O)CC(N2CCN(c3ccccn3)CC2)CN1C1CCCCC1 (stereo unspecified)
-2.9	CC(C)(C)C1CCN2CCCC(c3ccc([N+](=O)[O-])cc3)(C1)C21OCCO1 (stereo unspecified)
-13.1	CC(N)c1csc(NC(=O)Nc2cccc(C(F)(F)F)c2)n1 (stereo unspecified)
7.1	C[C@@H]1CN([C@@H](C)CO)C(=O)c2cc(NC(=O)C3CCCCC3)ccc2O[C@@H](C)CCCCO[C@@H]1CN(C)C(=O)CCCN(C)C
11.4	O=C(NCCCN1CCC(Cc2ccccc2)CC1)c1ccc(CS(=O)c2ccccc2Cl)o1 (stereo unspecified)
-3.5	COc1ccccc1C(O)c1ncc(-c2cccc(C(F)(F)F)c2)[nH]1 (stereo unspecified)
-2.0	C=CCn1c2ccccc2c2nnc(SCCCn3c(=O)[nH]c4ccccc43)nc21
-2.6	CCCOc1ccc(C(=O)CCN2CCN(C(=O)OCC)CC2)cc1
-8.6	C=CCN1[C@@H](Cc2ccccc2)COc2cc(N3CCSCC3)ccc2S1(=O)=O
-2.4	CC(C)C[C@H]1CN(CCCC[C@@H]2CNC(=O)C(=O)N2Cc2ccccc2)C(=O)C(=O)N1Cc1ccccc1
16.1	CC[n+]1c(/C=C2\Sc3ccccc3N2C)ccc2cccc(C)c21
-4.5	Oc1ccc(C[C@H]2CN([C@@H](Cc3ccccc3)CN3CCC[C@@H]3CN3C(=S)NC[C@@H]3Cc3ccccc3)C(=S)N2CC2CCCCC2)cc1
3.6	CC(C)C1C(=O)N(Cc2cn(CC3CCCCC3)nn2)CCS(=O)(=O)N1Cc1ccc(-c2ccc(F)cc2)cc1 (stereo unspecified)
0.2	Cc1ccc(CSc2ncnc3c2cnn3-c2ccc(C)cc2)cc1
-0.6	C[C@@H]1CN([C@H](C)CO)C(=O)CCCn2cc(nn2)CO[C@H]1CN(C)C(=O)C1CCCCC1
-5.5	O=C(NNC(=O)c1cccc(S(=O)(=O)Nc2ccccc2F)c1)c1ccncc1
3.8	Cn1ccc2c(-c3cccnc3)cc3c(c21)C1CCC3O1 (stereo unspecified)
-6.3	CC(C)(C)n1nnnc1C(c1ccccc1)N1CCN(C(=O)C2CCCO2)CC1 (stereo unspecified)
-5.5	CC(=O)Nc1ccc(CN(C)c2c(C)nc3ccc(C(=O)NCCCn4ccnc4)cn23)cc1
-21.0	Cn1ccc2c(N3CCCCCCC3)cc3c(c21)C1CCC3O1 (stereo unspecified)
9.5	C[C@H]1CCCCO[C@@H](CN(C)C(=O)NC2CCCCC2)[C@@H](C)CN([C@@H](C)CO)C(=O)c2cc(NC(=O)Cc3ccccc3)ccc2O1
2.3	Cc1cc(C)cc(Cn2cc(CN3CC(N4CCCCC4)CS3(=O)=O)nn2)c1 (stereo unspecified)
1.7	C[C@H](CO)N1C[C@H](C)[C@H](CN(C)C(=O)c2ccncc2)OCc2cnnn2CCCC1=O
0.2	Cn1cnc2nc[nH]c2c1=S
-4.3	Nc1nc(SCc2ccc(Cl)cc2Cl)c2ncn(C3OC(CO)C(O)C3O)c2n1 (stereo unspecified)
-3.3	COCC(=O)N1C[C@H]2CON(C)[C@H]2C[C@H]1c1ccc(N2CCCCC2)cc1
8.3	Cc1c(C(=O)NCc2ccccc2C(F)(F)F)sc(=O)n1Cc1ccc2ccccc2c1

A few values from above.
Result of `O=C(NCCCN1CCC(Cc2ccccc2)CC1)c1ccc(CS(=O)c2ccccc2Cl)o1` (stereo unspecified) under CXCR6 inh: 11.4
Result of `C#CC(=O)CC1(CN(Cc2ccccc2)C(=O)OC(C)(C)C)CCCCC1` under CXCR6 inh: 7.3

Arranged by the number under CXCR6 inh (rising): seven from the list above
SMILES | CXCR6 inh
O=C(NNC(=O)c1cccc(S(=O)(=O)Nc2ccccc2F)c1)c1ccncc1 | -5.5
Nc1nc(SCc2ccc(Cl)cc2Cl)c2ncn(C3OC(CO)C(O)C3O)c2n1 (stereo unspecified) | -4.3
Cn1cnc2nc[nH]c2c1=S | 0.2
C[C@H](CO)N1C[C@H](C)[C@H](CN(C)C(=O)c2ccncc2)OCc2cnnn2CCCC1=O | 1.7
Cc1cc(C)cc(Cn2cc(CN3CC(N4CCCCC4)CS3(=O)=O)nn2)c1 (stereo unspecified) | 2.3
CC(C)C1C(=O)N(Cc2cn(CC3CCCCC3)nn2)CCS(=O)(=O)N1Cc1ccc(-c2ccc(F)cc2)cc1 (stereo unspecified) | 3.6
CC[n+]1c(/C=C2\Sc3ccccc3N2C)ccc2cccc(C)c21 | 16.1

Following part
CXCR6 inh	SMILES
-2.4	COc1ccc2ccc3cccc[n+]3c2c1
-7.3	CCOC(=O)C1(C)CCCN(C(=O)c2cc(F)ccc2C)C1 (stereo unspecified)
3.5	CCN(Cc1ccccc1)C(=O)c1cccs1
5.1	COc1cccc(CNc2nc(NC(C)C)nc3ccsc23)c1
-2.2	COCCNc1nc(NCc2ccc(C(C)C)cc2)c2sccc2n1
4.8	CCNC(=O)C1(C)CCN1CCC(=O)c1ccc(C)cc1 (stereo unspecified)
-1.9	COc1ccccc1Cc1c(-c2ccc(Cl)cc2)nc2c(Cl)cc(C(F)(F)F)cn12
-2.1	COc1ccc(NC(=O)c2cc(C3CCCCN3C(=O)OCCF)on2)c(C)c1 (stereo unspecified)
-6.4	CCN(CC)CCNC(=O)c1ccc(NC(=O)c2ccc(S(=O)(=O)N3CCCC3)cc2)cc1
-1.8	Cc1ccc(S(=O)(=O)N2CCC(C)CC2)cc1[N+](=O)[O-]
12.9	Cc1ccc(-c2nc3c(C)cc(Br)cn3c2Cc2cccc(F)c2)cc1
-10.9	COc1cc(CN2C[C@@H](CO)O[C@@H](n3cnc4c(Nc5ccccc5)ncnc43)C2)cc(OC)c1OC
5.9	Cc1ccc2nc(-c3ccc(Cl)cc3)c(Cc3ccccn3)n2c1
6.6	COc1cc(OC)cc(C2=Cc3ccc(OC)cc3C(CC(C)=O)N2c2ccc(-c3cncnc3)cc2)c1 (stereo unspecified)
6.2	COCCN(C(=O)C(C)N1C(=O)c2ccccc2C1=O)c1c(N)n(CC(C)C)c(=O)[nH]c1=O (stereo unspecified)
-6.7	COC(=O)c1nccnc1N
-1.9	CC(C)(C)c1nc2ccc(Cl)cn2c1CC1CCCCC1
0.5	Cc1nnc(NC(=O)CCC2CCCCC2)s1
4.4	CC1=C(C(=O)N(C)C)CC(CC(=O)NCC2CCCCC2)C(=O)N1CCCN1CCCC1=O (stereo unspecified)
6.3	COc1ccc(OC)c2nc3c(C(=O)NCCN(C)C)cccc3nc12
3.7	COC(=O)C1=CN(C)C=C(C(=O)OC)C1c1ccsc1
-0.3	CN1C(=O)N(CC(=O)c2ccc3c(c2)OCO3)C(=O)C12CCCCC2
-23.3	NC(c1csc(Nc2ccc(C(F)(F)F)cn2)n1)C1CCCCC1 (stereo unspecified)
-7.8	Nc1nc2ccc(Cl)cc2cc1C(=O)NCCc1c[nH]c2ccccc12
-0.2	Cc1ccc(C)c(NC(=O)CCOc2ccccc2)c1
7.6	O=S(=O)(Nc1ccc(C(O)(C(F)(F)F)C(F)(F)F)cc1)c1ccc(Cl)c2nonc12
-4.1	O=C(Cc1ccc(NC(=O)C2CCCN(C(=O)C3CCCC3)C2)cc1)Nc1cccc(C(=O)N2CCCC2)c1 (stereo unspecified)
-5.7	CC1=NS(=O)(=O)NC(C)(C)C1
8.8	C[C@@H]1CN([C@H](C)CO)C(=O)c2c(c3ccccc3n2C)-c2ccccc2CO[C@H]1CN(C)Cc1ccccc1
-5.8	O=C(NCCN1CCC(n2c(=O)[nH]c3ccccc32)CC1)c1cccc(Cl)c1
5.0	c1ccc2c(c1)CNc1ccccc1-2
-6.7	CCOC(=O)C1(C)CCCN(C(=O)c2ccccc2C(F)(F)F)C1 (stereo unspecified)
6.6	CCCNC(=O)C1(C)CCCN(Cc2ccsc2)C1 (stereo unspecified)
1.2	COc1ccc(C(=O)ON=C(C)c2nccs2)cc1
0.0	O=c1cc(C2CCCCC2)[nH]c(=O)[nH]1
-13.8	CC1(C(=O)Nc2cccc(C#N)c2)CCN1C(=O)Cc1ccc(-c2ccccc2)cc1 (stereo unspecified)
6.5	Fc1cccc(Cc2c(-c3ccco3)nc3c(Cl)cc(C(F)(F)F)cn23)c1
4.0	Brc1cc2c(cc1C1OCCCO1)OCO2
-12.6	OC(c1ccc(Cl)c(F)c1)c1ncc(-c2ccc(Oc3ccccc3)cc2)[nH]1 (stereo unspecified)
7.3	CC(=O)CSc1nc2nccnc2[nH]1
14.4	CCOc1ccccc1CN(Cc1ccco1)S(=O)(=O)c1ccc(-n2cnnn2)c(OC)c1
-2.5	CC(N)c1csc(Nc2ccc(C(=O)c3ccccc3)cc2)n1 (stereo unspecified)
-5.2	COC(=O)c1ccccc1NC(=O)CSc1nc2ccsc2c(=O)n1CCCCC(=O)O
9.2	COc1ccc(S(=O)(=O)N2CCN(CC(=O)NC(C)c3cccs3)CC2)cc1 (stereo unspecified)
-4.3	Cc1cccc(-c2noc(-c3csc([C@@H]4C[C@H](O)[C@@H](CO)O4)n3)n2)c1
2.4	Cc1c(O)ccc(C(=O)CN2CCN(Cc3ccc4c(c3)OCO4)CC2)c1O
-2.7	CC(C)c1ccc(C(=O)Nc2ccc(S(=O)(=O)NC3=NCCCCC3)cc2)cc1
2.3	CCOc1cc(CN2CCC(N3CCC(C(=O)NC4CC4)CC3)CC2)ccc1O
5.8	COc1ccc(-c2cc(C(=O)NCc3ccc(C(F)(F)F)cc3)[nH]n2)c(C)c1
-2.6	O=c1ccn([C@@H]2O[C@H](CNCc3c(OCc4ccccc4F)ccc4ccccc34)[C@@H](O)[C@H]2O)c(=O)[nH]1
-4.2	CCCCn1nnnc1C1(C)CCC(=O)N1Cc1ccc(C)cc1 (stereo unspecified)
-9.2	CCC(CC)CC1CN2CCc3cc(OC)c(OC)cc3C2CC1(O)CC (stereo unspecified)
0.7	Nc1nnc(-c2ccc([N+](=O)[O-])o2)s1
7.6	CC1(C(=O)NCC2CC2)CCN1C(=O)C1(c2ccccc2)CC1 (stereo unspecified)
-1.5	O=[N+]([O-])c1cccc(/C=C2\CCc3cnn(C4CCS(=O)(=O)C4)c32)c1 (stereo unspecified)
6.3	CCCCN1CC(C)(C)[C@H](CC(=O)Nc2ccc(Br)cc2)C1=O
-2.6	CSc1ccc(/C=N/NC(=O)c2ccc3nc[nH]c3c2)cc1
13.7	COC(=O)c1cnc(Nc2nc(CN)cs2)nc1C(F)(F)F
6.1	COc1ccc(C(=O)Cc2ccccc2C(=O)O)cc1
-2.9	COc1cccc(C(O)c2nc(-c3cnn(C)c3)cs2)c1 (stereo unspecified)

Later entries:
CXCR6 inh	SMILES
3.9	OC(C#Cc1ccccc1)(c1ccccc1)c1ccccc1
-2.7	O=C(Nc1ccccc1)Nc1ccccc1
3.4	CCCC(=O)N1CCC1(C)C(=O)Nc1cc(OC)c(OC)c(OC)c1 (stereo unspecified)
0.6	COc1ccc(Cl)cc1-c1cc(C(=O)NCc2cccs2)[nH]n1
0.2	O=c1[nH]cnc2c1ncn2C1CCC(CO)O1 (stereo unspecified)
0.5	Cc1cc(NC(=O)C(C)SCC(=O)Nc2cccc(S(=O)(=O)N3CCCCCC3)c2)no1 (stereo unspecified)
5.8	COc1ccc(Cc2c(-c3cccc(Br)c3)nc3cc(C)c(Br)c(C)n23)c(C)c1
-2.9	COc1ccc(NC(=O)c2ccc(NC(=O)CN3CCN(c4ccccc4O)CC3)cc2)cc1
0.3	CSc1nc2ncncc2[nH]1
0.8	O=C(O)Cn1nncc1-c1ccc(C(F)(F)F)cc1
2.4	CC(CCNC(=O)c1ccccc1)(CCNC(=O)c1ccccc1)[N+](=O)[O-]
2.2	COc1cccc(S(=O)(=O)N(C)C[C@@H]2OCc3cnnn3CCCC(=O)N([C@@H](C)CO)C[C@@H]2C)c1
7.2	COc1cc2c(cc1OC)CN(C(=O)c1cc(COc3ccccc3SC)on1)CC2
7.5	CCC(=O)N1CCC(C)(C(=O)Nc2ccc3c(c2)OCO3)C1 (stereo unspecified)
-9.1	O=[N+]([O-])c1ccc(COc2ccc(CN3CCOCC3)cc2)cc1
7.7	Cc1cc(C)nc(-n2nc(C)c(Sc3ccc(F)cc3)c2N)n1
7.7	COc1ccc(CC(=O)NC(C)c2ccc(Cl)c(Cl)c2)cc1S(=O)(=O)N1CCOCC1 (stereo unspecified)
-4.1	CN(Cc1ccccc1)C(=O)c1ccc(NC(=O)Cc2ccc(NC(=O)C3CCCN(S(=O)(=O)c4cccc([N+](=O)[O-])c4)C3)cc2)cc1 (stereo unspecified)
-7.3	COc1ccc(-c2cncc3nccn23)cc1OC
4.6	CS(=O)(=O)N1CCC2CC1c1cc(-c3ccccc3)ccc12 (stereo unspecified)
-2.0	CN(Cc1ccccc1)C(=O)c1cccc(NC(=O)Cc2ccc(NC(=O)C3CCN(C(=O)C4CCCC4)CC3)cc2)c1
